Assay outcomes: PubChem, National Center for Advancing Translational Sciences (NCATS)
Pin1 inhibitor = qHTS Assay to Find Inhibitors of Pin1; hit rate 0.009% among 390,000; Potency, µM (titrated, usually from 115 µM), for inactives: at the highest dose activity, negative = inhibition, most hits filed as inhibitors; AID 504891, 2011; Pin1 FP peptide displacement, HiFluor488, 10 min; active means well fitted inhibition curve with a large enough effect in the polarisation, with a control signal flat, not every such curve was filed as active; inconclusive means small, poorly fitted or top-dose-only effect, or effect the other way, or a change in a side signal; inactive means no such curve, though single readings can be large or run the other way; the % refers to the polarisation; further: potency means the concentration at half of the fitted maximal effect; on the % scale 0 is the no-effect control and ±100 the full control effect
G9a block = qHTS Assay for Inhibitors of Histone Lysine Methyltransferase G9a | Histone-lysine N-methyltransferase EHMT2 (Homo sapiens), Q96KQ7 | G9a H3K9 monomethylation, AlphaScreen, 2 h | Potency, µM (doses to about 102 µM), without a hit: at the top dose activity, negative = inhibition, hits mostly inhibitors | hit rate 8.8% among 350,000 | AID 504332, 2011; further: potency means the concentration at half of the fitted maximal effect; on the % scale 0 is the no-effect control and ±100 the full control effect; nearly all actives have a fitted effect of over 75% in size
Target sequence (Q96KQ7 913-1193 limits assumed): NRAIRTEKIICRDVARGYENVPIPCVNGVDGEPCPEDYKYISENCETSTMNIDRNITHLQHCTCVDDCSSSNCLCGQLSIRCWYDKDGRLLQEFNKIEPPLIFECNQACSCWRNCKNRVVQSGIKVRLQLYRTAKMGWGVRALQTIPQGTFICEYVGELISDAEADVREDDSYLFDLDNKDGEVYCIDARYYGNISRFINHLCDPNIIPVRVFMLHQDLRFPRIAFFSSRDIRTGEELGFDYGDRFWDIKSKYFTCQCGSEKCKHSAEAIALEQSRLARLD
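AlphaScreen read-out: biotin-H3K9 peptide (500 nM) methylation by 20 nM enzyme with 20 uM SAM, 2 h at room temperature after 15 min compound preincubation; anti-monomethyl H3K9 antibody plus donor/acceptor beads, 10 min dark.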
BAZ2B block = qHTS Assay for Inhibitors of BAZ2B; AlphaScreen BAZ2B-H3K14Ac peptide displacement; Potency, µM (titrated, usually from 114 µM), without a hit: at the top dose activity change, negative = inhibition, hits mostly inhibitors; hit rate 4.4% among 360,000; AID 504333, 2011; further: potency means the concentration at half of the fitted maximal effect; on the % scale 0 is the no-effect control and ±100 the full control effect; nearly all actives have a fitted effect of over 60% in size
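Protein-peptide AlphaScreen: BAZ2B 50 nM, b-H3K14Ac 50 nM, 1x PBS pH 7.4 + 0.01% Tween-20. Preincubation 30 min RT; cpd 30 min RT (top 110 uM); beads 20 min RT, light-protected.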
ERG-DNA inh = qHTS for Small Molecule Inhibitors of the ERG Ets/DNA interaction | Transcriptional regulator ERG (Homo sapiens), P11308 | fluorescence polarization, His-ERG Ets domain / labelled DNA | Potency, µM (highest dose often 76.9 µM), inactives show top-dose FP activity, negative = inhibition, usual class: inhibitors | hit rate 0.028% among 370,000; active means well fitted inhibition curve with a large enough effect in the polarisation, with a control signal flat; inconclusive means small, poorly fitted or top-dose-only effect, or effect the other way, or a change in a side signal; inactive means no such curve, though single readings can be large or run the other way; the % refers to the polarisation;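 further: polarization taken with two DNA probes labelled with fluorescein and Texas red; potency means the concentration at half of the fitted maximal effect; % of control where 0% means no effect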
Target sequence (P11308 whole entry, looked up, the tested form may be a part): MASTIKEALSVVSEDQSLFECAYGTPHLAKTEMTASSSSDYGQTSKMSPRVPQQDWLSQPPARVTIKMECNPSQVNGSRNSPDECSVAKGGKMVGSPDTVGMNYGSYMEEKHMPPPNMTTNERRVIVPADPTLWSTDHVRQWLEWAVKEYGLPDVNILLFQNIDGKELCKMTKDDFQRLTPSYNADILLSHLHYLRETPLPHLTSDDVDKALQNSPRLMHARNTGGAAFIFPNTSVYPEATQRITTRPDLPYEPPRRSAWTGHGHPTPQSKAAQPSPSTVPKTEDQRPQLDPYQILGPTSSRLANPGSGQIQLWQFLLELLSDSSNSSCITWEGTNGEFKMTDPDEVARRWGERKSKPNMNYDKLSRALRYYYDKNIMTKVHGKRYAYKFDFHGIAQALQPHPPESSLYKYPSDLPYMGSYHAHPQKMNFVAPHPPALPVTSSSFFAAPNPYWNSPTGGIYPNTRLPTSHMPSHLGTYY
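His-tagged ERG Ets domain (1 uM in the protein solution; 300mM KCl, 50mM Tris-HCl, 1mM EDTA, 1mM DTT, pH 7.5) received compound, then a probe mix of 5 nM fluorescein-DNA and 100nM Texas-615-DNA. Fluorescence polarization was read for both dyes.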
PI4K2A inh = qHTS for small molecular inhibitors of PI4K2A. Phosphatidylinositol 4-kinase type 2-alpha (Homo sapiens), Q9BTU6. purified PI4K2A, ADP-Glo luminescence, 1 h; active compounds read low. activity change, negative = inhibition, % at 76.9 µM. hit rate 0.13% among 420,000. AID 1346378, 2018; in the data active means activity change below about -50%; inconclusive means mostly about -30% to -49%;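 further: -100% = wells without enzyme as full effect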
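PI4K2A activity was measured by ADP-Glo luminescence: enzyme (4 ug/mL stock) and phosphatidylinositol (1.2 mM stock) in Tris pH 7.5/MgCl2/EGTA/Triton X-100 buffer were reacted with ATP (300 microM stock) for one hour at ambient temperature.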
JMJD2A Tudor = qHTS Assay for Inhibitors of JMJD2A-Tudor Domain | Lysine-specific demethylase 4A (Homo sapiens), O75164 | AlphaScreen JMJD2A-Tudor / H3K4me3 peptide binding | Potency, µM (top dose mostly 114 µM), for the others: at the highest dose activity change, negative = inhibition, actives largely listed as inhibitors | hit rate 4.4% among 390,000; further: potency means the concentration at half of the fitted maximal effect; on the % scale 0 is the no-effect control and ±100 the full control effect; nearly all actives have a fitted effect of over 50% in size
HP1b binding inh = HTS for Inhibitors of HP1-beta Chromodomain Interactions with Methylated Histone Tails. AlphaScreen HP1-beta / biotin-H3K9me3 peptide binding. Potency, µM (series often up to 114 µM), for the others: top-dose activity change, negative = inhibition, hits mostly inhibitors. hit rate 0.56% among 390,000. AID 540317, 2011; further: potency means the concentration at half of the fitted maximal effect; nearly all actives have a fitted effect of over 70% in size; inactives centre near 23
Target sequence (P83916 whole entry, looked up): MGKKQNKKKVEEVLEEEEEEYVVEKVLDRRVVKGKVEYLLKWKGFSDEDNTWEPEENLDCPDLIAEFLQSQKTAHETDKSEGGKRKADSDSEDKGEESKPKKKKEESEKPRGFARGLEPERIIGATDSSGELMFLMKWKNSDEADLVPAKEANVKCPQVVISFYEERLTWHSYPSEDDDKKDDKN
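Compound inhibition of the preformed complex between 50 nM HP1-beta and 50 nM biotinylated H3K9me3 peptide was read by AlphaScreen. Buffer was PBS pH 7.4 with 0.01% Tween-20. Incubations ran 30 min at room temperature, with 10 ug/mL donor/acceptor beads.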
Tb PGK inh = qHTS Assay to Find Inhibitors of Phosphoglycerate Kinase; Phosphoglycerate kinase, glycosomal (Trypanosoma brucei brucei), P07378; PGK/GAPDH coupled, Kinase-Glo luminescence, 60 min; Potency, µM (doses to about 57.5 µM), for the others: at the top dose activity change, negative = inhibition, actives largely listed as inhibitors; hit rate 0.043% among 380,000; AID 602233, 2012; further: potency means the concentration at half of the fitted maximal effect; on the % scale 0 is the no-effect control and ±100 the full control effect; nearly all actives have a fitted effect of over 60% in size
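Luminescent ATP detection (Kinase-Glo Plus) follows a 60-minute room-temperature incubation, with wells lacking PGK as controls. Buffer: 100 mM TEA (pH 7.6), 5 mM MgCl2, 0.01% Tween-20. Coupling enzyme GAPDH (100 nM final) supplies unstable 1,3-BPG in-well.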
GLS inhibitor = qHTS for Inhibitors of Glutaminase (GLS); GLS enzymatic activity, qHTS titration; Potency, µM (titrated, usually from 45.5 µM), inactives show at the highest dose activity change, negative = inhibition, actives largely listed as inhibitors; AID 624170, 2012; Glutaminase kidney isoform, mitochondrial (Homo sapiens), O94925; hit rate 0.21% among 410,000; further: potency means the concentration at half of the fitted maximal effect; on the % scale 0 is the no-effect control and ±100 the full control effect
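hKGA; 45 mM KH2PO4 pH 8.2 + 0.02% Tween-20; cpd via pin tool; 1 mM Gln soln; GluOx/HRP/Amplex Red; RT 30 min; fluor. t0 & final.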
Active calls of the source: *; i = inactive; ? = inconclusive; . = not tested or not shown; & = joins results of further samples; [ ] = dose if it differs, or a comment. Unless noted, the call rests on the fitted dose curve; in most records, active means well fitted curve in the direction sought with a large enough effect; inconclusive means small, poorly fitted or top-dose-only effect, or another doubt; inactive means no such curve, though single readings can be large; an effect the other way counts as inactive or inconclusive.

Every second line gives: Pin1 inhibitor, G9a block, BAZ2B block, ERG-DNA inh, PI4K2A inh, JMJD2A Tudor, HP1b binding inh, Tb PGK inh, GLS inhibitor
1. O=c1oc2ccccc2c(Nc2ccccc2O)c1[N+](=O)[O-]
  1%, 1%, -12%, 7%, -3, -22%, 42%[activator], -3%, 58%[activator]
2. Cc1c(C(=O)OCC(=O)Nc2cccc(S(N)(=O)=O)c2)oc2c1ccc1ccccc12
  23%, ., -15%, -6%, -2, -22%, 22%, 0%, 1%
3. O=C1CN(C(=O)c2ccc(Br)o2)C(c2ccc(F)cc2)c2cc(F)ccc2N1 (stereo unspecified)
  6%, ?, -24%, -8%, -1, ?, -7%, -9%, 1%
4. Cn1cc([N+](=O)[O-])c(C(=O)NCc2ccco2)n1
  -2%, ?, -7%, 7%, 4, -5%, 11%, 1%, 5%
5. O=C(COC(=O)/C=C/c1cccc(Br)c1)NC1CCCCCC1
  -1%, 2%[12.7 µM], -3%, 2%, 2, -1%, 44%[activator], -7%, 4%
6. Cc1ccc(C)c(CN2C(=O)c3ccccc3S(=O)(=O)c3ccc(C(=O)N4CCN(C)CC4)cc32)c1
  1%&-5%, 2%[59 µM], 89µM*, 2%&-7%, -2&-3, -17%&-13%, 4%[57 µM], 3%, 1%&3%
7. CC(C)=CC(=O)Nc1nnc(-c2ccc(F)cc2)s1
  -8%, 0%[59 µM], -6%, ., -1, -1%, 26%, -2%, -3%
8. CCOc1ccc2[nH]c(C)c(CN3CCOCC3)c(=O)c2c1
  -1%, 28%, 0%, ., -5, -6%, 0%, ., 13%
9. O=C(/C=C/c1ccccc1)NC(=S)Nc1ccc(N2CCOCC2)c(Cl)c1
  0%, -6%, -1%, 3%, 7, -10%, 13%, 4%, 3%
10. CO/N=C/C=C1/N(C)c2ccccc2C1(C)C
  -3%, 50µM*, ?, 0%, 2, -13%, 16%, 3%, 15%
11. COCCn1c(SCC(=O)Nc2ccc(S(N)(=O)=O)cc2)nc2ccccc21
  6%, ?, 5%, -2%, -8, -10%, 12%, 14%, 13%
12. CC(=O)c1c(N2CCCCC2)nc(=S)n(Cc2ccccc2)c1C
  -3%, 24%[12.7 µM], -6%, 15%, -6, -17%, 6%, -3%, 0%
13. N#Cc1ccc(C23CC4(C2)[C@H](CN(CC2CCCCC2)[C@@H]4c2ccccc2)C3c2ccc(Cl)nc2)cc1 (stereo partly specified)
  43%[activator], 11%[12.7 µM], -5%, -14%, 0, -12%, 34%, i, 1%
14. CCOC(=O)C(=CNc1cc(C)nn1-c1ccccc1)C(=O)OCC
  1%, 0%, 11%, -3%, 24, 0%, 6%, -17%, -5%
15. O=S(=O)(NC1CCN(Cc2ccccc2)CC1)c1ccc2ccccc2c1
  0%, -27%, -21%, -7%, -1, -6%[57.1 µM], 26%, -8%, -10%

From no. 1 to 5, copied from above:
Every second line gives: Pin1 inhibitor, G9a block, BAZ2B block, ERG-DNA inh, PI4K2A inh, JMJD2A Tudor, HP1b binding inh, Tb PGK inh, GLS inhibitor
1. O=c1oc2ccccc2c(Nc2ccccc2O)c1[N+](=O)[O-]
  1%, 1%, -12%, 7%, -3, -22%, 42%[activator], -3%, 58%[activator]
2. Cc1c(C(=O)OCC(=O)Nc2cccc(S(N)(=O)=O)c2)oc2c1ccc1ccccc12
  23%, ., -15%, -6%, -2, -22%, 22%, 0%, 1%
3. O=C1CN(C(=O)c2ccc(Br)o2)C(c2ccc(F)cc2)c2cc(F)ccc2N1 (stereo unspecified)
  6%, ?, -24%, -8%, -1, ?, -7%, -9%, 1%
4. Cn1cc([N+](=O)[O-])c(C(=O)NCc2ccco2)n1
  -2%, ?, -7%, 7%, 4, -5%, 11%, 1%, 5%
5. O=C(COC(=O)/C=C/c1cccc(Br)c1)NC1CCCCCC1
  -1%, 2%[12.7 µM], -3%, 2%, 2, -1%, 44%[activator], -7%, 4%

Carrying on:
Every second line gives: Pin1 inhibitor, G9a block, BAZ2B block, ERG-DNA inh, PI4K2A inh, JMJD2A Tudor, HP1b binding inh, Tb PGK inh, GLS inhibitor
16. Cc1ccc(NC(=O)C2CCCN(S(=O)(=O)c3c(C)noc3C)C2)nc1 (stereo unspecified)
  -6%, 10%, -26%, 0%, 5, -12%, 14%, -4%, 2%
17. COc1ccc2oc(=O)cc(CN3CCN(C(=O)c4ccccc4Br)CC3)c2c1
  -2%, ?, -16%, 5%, -12, -8%, 28%, -8%, -28%
18. COC(=O)c1sccc1NC(=O)C1CC1
  -10%, ., 0%, 5%, 1, 7%, 46%[activator], 1%, -14%
19. COc1ccc(NC(=O)CSc2nnc(Cc3ccccc3)c(=O)n2N)c(OC)c1
  ?, 5%, 3%, 7%, 4, -12%, 20%, 7%, 3%
20. N#Cc1cc(-c2ccccc2)[nH]c1-c1nccc2ccccc12
  ?, 16%, -12%, -3%, -4, -14%, 42%[activator], 1%, 3%
21. O=c1[nH]c2ccc(S(=O)(=O)N3CCCCC3)cc2[nH]c1=O
  -7%, 3%[59 µM], 0%, -1%, -6, -8%, 12%, -4%, 4%
22. Cc1[nH]c(C)c(C(=O)/C=C/c2ccc([N+](=O)[O-])cc2)c1C
  -3%, ?, -26%, -13%, 2, -16%, -1%, -7%, -8%
23. Cc1nc2ccccc2c2c1C(=O)N(c1ccc(C(=O)O)cc1)C2=O
  1%, ?, ?, 19%, -3, -18%, 42%[activator], -1%, -1%
24. O=C(CSc1ccncc1)Nc1ccc(S(=O)(=O)Nc2nccs2)cc1
  20%, ., ?, 9%, 6, -29%, 2%[57 µM], -12%, 2%
25. CCOc1ccc(NC(=S)N2CCN(S(C)(=O)=O)CC2)cc1
  -1%, 39%[activator], -8%, 1%, 2, -5%, 39%, -3%, 18%
26. CC(=O)c1cccc(CN2CCCC(CCC(=O)NCc3ccc(C)o3)C2)c1 (stereo unspecified)
  -1%, ., -8%, -8%, 3, -31%, -20%, -6%, 0%
27. Cc1ccc(-c2nn(-c3ccccc3)cc2/C=C/C(=O)O)o1
  2%, 28µM*, ?, -3%, -13, -24%, 36%, 2%, 3%
28. Cn1ccnc1Sc1ccc(/C=N/NC(=O)c2ccccc2O)cc1[N+](=O)[O-]
  8%, 35%[59 µM], -35%, -8%, 2, -29%, -12%, -7%, 6%
29. Cc1ccc(-c2nn(-c3ccccc3)cc2/C=N/NC(=O)c2ccc3c(c2)OCO3)cc1
  1%, 19%[0.501 µM], 0%, 5%, -4, -29%[11.4 µM], 56%[activator], 3%, -4%
30. Fc1ccc(COc2ccc(Br)cc2CNCc2ccncc2)cc1
  ?, 50µM*, 50µM*, -14%, -1, ?, 17%, 0%, 8%
31. CC1=C(c2ccc(C)c(C)c2)S(=O)(=O)N=C1N1CCN(c2cccc(C)c2)C(C)C1 (stereo unspecified)
  -14%, -9%[59 µM], -6%, 4%, 0, -2%, 40%[activator], i, -11%
32. O=C(Cc1ccccc1)NCC(=O)Nc1ccccc1Br
  -3%, 18%, 9%, -27%, -3, 5%, 43%[activator], -7%, -9%
33. O=C(CCc1nc2ccccc2c(=O)[nH]1)OCc1ccc(Cl)cc1Cl
  -4%, 3%[59 µM], -7%, -2%, 5, -11%, 19%, -5%, 16%
34. O=C(O)C1CCC(=O)N1Cc1ccccc1Cl (stereo unspecified)
  0%, 19%[59 µM], 9%, 4%, 0, 8%, 45%[activator], -2%, -9%
35. CC(=O)Nc1ccc(NC(=O)C2CC(=O)N(C(C)C)C2)cc1 (stereo unspecified)
  8%, -2%, 4%, 4%, 0, 4%, 21%, 2%, -18%
36. COc1cccc(NC(=O)CSc2nnc3ccc(-c4ccncc4)nn23)c1
  -2%, -4%[2.33 µM], -2%, 12%, -5, -11%, 40%[activator], 0%, -1%
